CSN deneddyl inh: blocks human CSN-mediated cullin deneddylation; 0.38% of 360,000 active; Q92905; AID 651999; Purified CSN, SCF-Nedd8-OG deneddylation, fluorescence polarization; inhibition, % at 12.5 µM;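 active = pattern-corrected inhibition above about 35%, with an unprinted fluorescence ratio check between 0.5 and 1.5, limit read from the data, passing the limit was not always enough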;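 note: 0% = enzyme with substrate and 100% = substrate without enzyme; some results filed as inactive read as strong as hits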
Target sequence (Q92905 whole entry, looked up, one chain of several): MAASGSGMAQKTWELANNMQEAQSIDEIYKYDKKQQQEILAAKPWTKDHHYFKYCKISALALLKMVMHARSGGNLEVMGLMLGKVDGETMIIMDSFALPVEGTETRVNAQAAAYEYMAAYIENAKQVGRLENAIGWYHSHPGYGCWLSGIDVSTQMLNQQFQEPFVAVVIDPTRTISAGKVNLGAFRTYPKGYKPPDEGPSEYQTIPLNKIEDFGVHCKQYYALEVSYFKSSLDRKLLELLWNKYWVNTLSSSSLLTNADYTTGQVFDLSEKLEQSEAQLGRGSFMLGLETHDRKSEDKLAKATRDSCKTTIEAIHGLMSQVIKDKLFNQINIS
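test system = HEK293T-derived human Csn5 enzyme | amount = 0.24 nM Csn5 enzyme, final concentration | medium = Tris/NaCl/DTT buffer, pH 7.5 | schedule = 90 min reaction at room temperature | signal = FP | evaluation = inhibition of Csn5 cleavage, % | compound dosing = single dose of 12.5 µM compound with 0.25% DMSO | probe or stimulus = 10 nM SCFSkp2-Nedd8OG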
DNMT1 inh: blocks human DNA methyltransferase DNMT1; DNMT1 molecular beacon, Hinp1I cleavage, fluorescence; P26358; inhibition (reported as % activation of signal), % at 10 µM; 0.83% of 360,000 active; in the data active = inhibition above about 50%
NadD block: NadD (S. aureus) enzyme inhibition; AID 602399; 0.78% of 360,000 active; purified NadD enzyme, colorimetric absorbance read-out; inhibition, % at 20 µM; in the data active = inhibition above about 26%; note: some compounds past the cut are filed as inactive
Scp1 inh: blocks human Scp-1 phosphatase activity; AID 493091; inhibition, % at 20 µM; Recombinant Scp1, phosphopeptide, malachite green phosphate absorbance; 0.88% of 340,000 active; Q9GZU7;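 active = inhibition above about 50% at 20 µM, limit read from the data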;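 note: plate controls were DMSO wells with enzyme for no effect and wells lacking enzyme for full effect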
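Assay system: SCP-1 catalytic fragment, aa 76-261 | Buffer or medium: Tris acetate buffer pH 5.5 with MgCl2 and Tween-20 | Compound: One concentration, 20 µM, with 1.0% DMSO | Also added: Phospho 17-mer peptide substrate | Signal: Absorbance at 630 nm | Incubation: 45 min enzyme reaction at room temperature | Measure: % inhibition of SCP-1 phosphate liberation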
Rpn11 inh: blocks the human proteasome subunit Rpn11; O00487; human 26S proteasome, Ub4-pepOG fluorescence polarization; 20S core pre-blocked with epoxomicin; calls only at 20 µM; 0.59% of 360,000 active;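 active = inhibition at 20 µM, scaled to each plate's controls, above about 33%, limit read from the data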
Target sequence (O00487 whole entry, looked up): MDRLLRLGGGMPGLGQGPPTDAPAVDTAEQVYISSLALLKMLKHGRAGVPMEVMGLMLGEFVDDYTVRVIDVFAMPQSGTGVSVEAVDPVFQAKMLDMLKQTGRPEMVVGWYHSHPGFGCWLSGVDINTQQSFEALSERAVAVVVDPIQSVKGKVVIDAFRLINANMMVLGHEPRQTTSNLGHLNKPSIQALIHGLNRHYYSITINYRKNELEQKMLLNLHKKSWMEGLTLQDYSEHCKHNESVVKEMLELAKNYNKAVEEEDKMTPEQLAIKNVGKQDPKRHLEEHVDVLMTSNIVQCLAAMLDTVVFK
SUMO1 PPI mod: SUMO1-SIM interaction modulation; AID 602429; 0.33% of 360,000 active; SUMO1 binding to a labelled peptide, TR-FRET, 1 h; inhibition, % at 20 µM; in the data active = inhibition above about 37%
Target sequence (P63165 whole entry, looked up): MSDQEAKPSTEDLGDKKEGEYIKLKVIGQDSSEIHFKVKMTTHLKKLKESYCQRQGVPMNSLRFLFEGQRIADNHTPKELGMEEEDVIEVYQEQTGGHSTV
LMPTP inh: LMPTP (human) inhibition. P24666. recombinant LMPTP-A, OMFP fluorogenic substrate, fluorescence intensity. inhibition, % at 20 µM. 0.22% of 360,000 active;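 active = compounds that cut the enzyme signal by at least half of the control window in the single-dose screen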;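 note: plate controls were DMSO wells with enzyme plus substrate for no effect and substrate without enzyme for full effect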
Target sequence (P24666 whole entry, looked up): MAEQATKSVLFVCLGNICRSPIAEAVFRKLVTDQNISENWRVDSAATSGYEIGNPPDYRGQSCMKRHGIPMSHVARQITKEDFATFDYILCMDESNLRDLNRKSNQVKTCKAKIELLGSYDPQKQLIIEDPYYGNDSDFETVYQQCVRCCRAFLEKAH
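Assay system: LMPTP-A phosphatase enzyme | Input: 0.625 nM enzyme | Also added: Fluorogenic phosphatase substrate OMFP at 400 µM final | Compound dosing: One test concentration per compound, 20 µM, with 3% DMSO overall | Schedule: 50 min enzyme reaction at room temperature, protected from light | Signal: Fluorescence intensity | Benchmarks: no-enzyme and uninhibited controls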
STEP block: inhibitors of human striatal-enriched phosphatase STEP. 0.25% of 360,000 active. recombinant STEP, OMFP fluorogenic substrate, fluorescence. inhibition, % at 20 µM;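 active = inhibition at 20 µM, scaled per plate between control wells, above about 37%, limit read from the data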;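 note: 0% = DMSO with enzyme and substrate and 100% = substrate only without enzyme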
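System: isolated STEP enzyme; schedule: 20 min enzyme reaction at room temperature, protected from light; medium: Bis-Tris buffer pH 6.0, 2.5 mM DTT, 0.005% Tween 20; signal: fluorescence, 480/540 nm; dosing: single compound dose of 20 µM, 1% DMSO final; also added: OMFP substrate, 25 µM final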
MsrA inh: inhibits bovine methionine sulfoxide reductase A | purified bovine MsrA, absorbance read-out | inhibition, % at 15.5 µM | 0.75% of 360,000 active | AID 651718; in the data active = inhibition above about 4.5%;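 note: 0% = vehicle wells with enzyme and 100% = reference inhibitor wells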
TbMetRS inhib: blocks T. brucei methionyl-tRNA synthetase activity; 0.4% of 360,000 active; purified T. brucei MetRS, ATP depletion, Kinase-Glo luminescence; inhibition, % at 11.9 µM;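 active = inhibition above a per-plate cutoff of the control wells' mean inhibition plus 3 SD, cut at about 5.5% in these data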;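 note: 0% = DMSO wells median and 100% = median of wells with control inhibitor compound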
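assay system = parasite MetRS enzyme | timing = 15 min preincubation, 2 h reaction, all 25 °C | evaluation = percent inhibition relative to median high and low control wells | medium = HEPES buffer containing pyrophosphatase, BSA, spermine, DTT | compound = single dose, 11.9 µM final nominal, 0.9% final DMSO | detection = Kinase-Glo luminescence, ATP depletion format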
* hit, by the source's call; i = inactive; . = not tested or not shown.

#	canonical_smiles	CSN deneddyl inh	DNMT1 inh	NadD block	Scp1 inh	Rpn11 inh	SUMO1 PPI mod	LMPTP inh	STEP block	MsrA inh	TbMetRS inhib
1	Cc1cc2cc(C)c(NCCNC(=O)c3cccs3)nc2cc1C	-4	13	6	7	i	50*	1.5	-1	0.8	0.2
2	CCOC(=O)C1(Cc2ccc(Cl)cc2)CCN(Cc2ccon2)CC1	-2	-3	-4	-3	i	0	0.0	-2	1.8	-0.4
3	O=C(NCCc1ccc(Cl)cc1)c1ccc(NC2=NC3CS(=O)(=O)CC3S2)cc1 (configuration not stated)	-3	2	-2	-15	i	-2	-1.1	3	1.7	-0.3
4	NC(=S)N/N=C/c1ncc(C(F)(F)F)cc1Cl	-7	2	3	-4	i	-16	-0.4	0	.	0.6
5	NS(=O)(=O)c1ccc(NC(=O)COC(=O)CCc2c[nH]c3ccccc23)cc1	1	-10	-1	-3	i	3	2.2	10	-0.4	-0.4
6	Cc1cc(/C=C2\C(=N)N3N=C(C(C)C)SC3=NC2=O)c(C)n1Cc1ccccc1	7	0	-6	-4	i	5	-0.5	-2	1.1	0.1
7	CCc1ccc(OCC(=O)O/N=C(\N)c2ccncc2)cc1	-2	0	4	-4	i	-1	-0.3	2	1.7	0.5
8	CCC1(C)CC(=O)N(c2ccc(C(=O)O)c(O)c2)C1=O (configuration not stated)	-2	-1	2	5	i	-6	-0.7	0	0.2	-0.8
9	COc1cc(NC(=O)CN2CCN(c3ccccc3)CC2)c(C)cc1[N+](=O)[O-]	-10	15	1	-8	i	2	-2.0	3	0.5	-0.8
10	Cc1cc(-c2c(C(=O)N3CCOCC3)c(C)nn2-c2cccc(C(F)(F)F)c2)no1	5	-1	0	-10	i	4	-1.2	-1	-1.1	0.1
11	COc1ccc(-n2c(=S)[nH]c3cc(C(=O)Nc4cc(OC)c(OC)c(OC)c4)ccc3c2=O)c(OC)c1	2	-3	-3	-17	i	5	-0.4	0	-0.1	-0.1
12	COc1ccc(NC(=O)C2CC(=O)N=C(N)S2)cc1 (configuration not stated)	-5	-2	5	-4	i	0	-1.6	-1	-0.3	-0.2
13	COc1ccc(/C=N/NC(=O)c2cccc(Br)c2)cc1COc1ccccn1	0	-2	-6	0	i	-5	-0.7	2	-0.2	-0.8
14	Cc1cc(C)n2nc(SCC(=O)Nc3c(C)nn(-c4ccccc4)c3C)nc2n1	1	1	-2	5	i	0	-1.5	1	-1.0	-1.2
15	COc1ccccc1-c1cnc(C(O)c2ccc(F)c(C)c2)[nH]1 (configuration not stated)	4	-2	-6	.	i	1	-0.4	-1	0.3	0.2

(further entries)
#	canonical_smiles	CSN deneddyl inh	DNMT1 inh	NadD block	Scp1 inh	Rpn11 inh	SUMO1 PPI mod	LMPTP inh	STEP block	MsrA inh	TbMetRS inhib
16	Cc1ccc(C(=O)Nc2nc(-c3ccc(F)cc3)cs2)o1	-2	-1	-1	-8	i	-1	2.4	0	-0.5	0.3
17	CCCCN=C1NN=C(c2ccc3c(c2)OCCO3)CS1	-10	-8	0	-4	i	-5	0.7	0	0.5	-0.4
18	COc1ccc(CC(=O)Nc2nnc(SCc3ccccc3)s2)cc1S(=O)(=O)N1CCOCC1	1	-5	2	-5	i	7	0.2	-2	-0.5	-0.8
19	COc1ccc(-n2ncc3c(=O)n(CC(=O)OCc4ccccc4)cnc32)cc1	-7	-2	-8	-6	i	1	-0.9	0	-0.7	-0.1
20	CCCCS(=O)(=O)NC(=O)C1(C)CCN1C(=O)C/C=C/c1ccccc1 (configuration not stated)	-5	2	4	.	i	1	-0.1	-1	-0.4	0.1
21	CC1=C(C#N)C(Nc2ccc(C)cn2)(C(F)(F)F)C(=O)N1 (configuration not stated)	-1	3	3	-11	i	-1	-0.4	-4	1.7	-0.3
22	CCN(CC)S(=O)(=O)c1ccc(Cl)c(NC(=O)COC(=O)/C=C/c2ccc(O)c(OC)c2)c1	0	-18	-11	-14	i	2	1.4	-2	2.5	0.0
23	C/C(CC1CC(COCC(C)C)OC1=O)=N\Nc1nc(-c2ccccc2)cs1 (configuration not stated)	0	-18	28*	-4	i	2	1.1	0	0.0	0.1
24	Cc1nc2sccn2c(=O)c1S(=O)(=O)Nc1ccc(N2CCN(C(=O)C(C)C)CC2)cc1	0	1	-5	6	i	-1	0.6	-1	3.2	-0.3
25	CCOc1ccccc1C(=O)OCC(=O)Nc1cc(S(=O)(=O)N2CCOCC2)ccc1C	1	0	-4	-5	i	-2	0.5	-5	-0.4	0.1
26	COc1cccc(NC(=O)Cc2c(C(=O)O)[nH]c3ccccc23)c1	-3	1	2	-8	i	2	-1.6	0	-0.5	-0.2
27	CC(=O)c1cccc(NC(=O)Nc2c(C)nn(C)c2C)c1	3	2	1	-8	i	1	-1.6	3	0.6	-0.2
28	CN1OC[C@@H]2CN(C(=O)Nc3ccccc3)[C@H](c3ccc(N4CCCCC4)cc3)C[C@@H]21	4	2	0	.	i	-3	-0.5	0	0.3	0.4
29	c1coc(Cn2nnnc2CN2CCN(C3CCCC3)CC2)c1	-3	3	-5	-2	i	-4	-2.7	-2	-0.2	-0.1
30	C=CCN(Cc1cccs1)C(=O)COc1ccc2c(c1)OCO2	-6	-1	1	-8	i	10	-0.8	1	0.6	-0.1

Some of the entries so far, field by field.
20	CCCCS(=O)(=O)NC(=O)C1(C)CCN1C(=O)C/C=C/c1ccccc1 (configuration not stated)
  CSN deneddyl inh: -5
  DNMT1 inh: 2
  NadD block: 4
  Scp1 inh: .
  Rpn11 inh: i
  SUMO1 PPI mod: 1
  LMPTP inh: -0.1
  STEP block: -1
  MsrA inh: -0.4
  TbMetRS inhib: 0.1

21	CC1=C(C#N)C(Nc2ccc(C)cn2)(C(F)(F)F)C(=O)N1 (configuration not stated)
  CSN deneddyl inh: -1
  DNMT1 inh: 3
  NadD block: 3
  Scp1 inh: -11
  Rpn11 inh: i
  SUMO1 PPI mod: -1
  LMPTP inh: -0.4
  STEP block: -4
  MsrA inh: 1.7
  TbMetRS inhib: -0.3

22	CCN(CC)S(=O)(=O)c1ccc(Cl)c(NC(=O)COC(=O)/C=C/c2ccc(O)c(OC)c2)c1
  CSN deneddyl inh: 0
  DNMT1 inh: -18
  NadD block: -11
  Scp1 inh: -14
  Rpn11 inh: i
  SUMO1 PPI mod: 2
  LMPTP inh: 1.4
  STEP block: -2
  MsrA inh: 2.5
  TbMetRS inhib: 0.0

23	C/C(CC1CC(COCC(C)C)OC1=O)=N\Nc1nc(-c2ccccc2)cs1 (configuration not stated)
  CSN deneddyl inh: 0
  DNMT1 inh: -18
  NadD block: 28*
  Scp1 inh: -4
  Rpn11 inh: i
  SUMO1 PPI mod: 2
  LMPTP inh: 1.1
  STEP block: 0
  MsrA inh: 0.0
  TbMetRS inhib: 0.1

(continued)
#31 COc1ccc(CCNC(=O)C2CCC(CNc3c(N4CCCC4)c(=O)c3=O)CC2)cc1OC (configuration not stated)
#32 COc1ccc(C(NC(=O)/C=C/c2ccco2)c2ccc(OC)c(OC)c2)cc1OC
#33 C[C@@H]1CN([C@H](C)CO)C(=O)c2cc(NC(=O)Nc3ccc(C(F)(F)F)cc3)ccc2O[C@H]1CN(C)C(=O)Nc1ccc(F)cc1
#34 O=C(Nc1ccc(Oc2ccc(NC(=O)Nc3ccccc3Cl)cc2)cc1)Nc1ccccc1Cl
#35 CCCCC(=O)c1ccc(OC(=O)c2ccc([N+](=O)[O-])cc2)cc1
#36 CC(C)CCC(C)NC(=O)CN1C(=O)NC(C)(c2ccc3ccccc3c2)C1=O (configuration not stated)

Assay by compound,31,32,33,34,35,36
CSN deneddyl inh,2,9,-9,3,-1,-4
DNMT1 inh,3,-16,-26,-11,7,0
NadD block,-17,2,12,24,8,-6
Scp1 inh,7,6,-7,-8,-10,-8
Rpn11 inh,i,i,i,i,i,i
SUMO1 PPI mod,0,-4,5,6,-7,0
LMPTP inh,-2.6,-0.3,3.8,0.8,0.3,2.1
STEP block,-3,4,-3,1,4,-1
MsrA inh,-0.6,-1.6,0.5,-0.1,0.0,-0.4
TbMetRS inhib,-1.1,-0.6,-0.1,-0.1,-0.4,-0.3

Copied from the list.
#34 | TbMetRS inhib: -0.1
#36 | LMPTP inh: 2.1
#32 | DNMT1 inh: -16
#31 | Scp1 inh: 7

Continuation:
#37 CC1(C(=O)Nc2ccc(F)c(Cl)c2)Cc2c(-c3ccccc3)ccnc2O1 (configuration not stated)
#38 COc1ccc(N(C(=O)CNC(=O)c2cccs2)C(C(=O)NCC2CCCO2)c2ccc(OC)c(OC)c2)cc1 (configuration not stated)
#39 COc1ccc(C(=O)Nc2nc(OCC(F)(F)F)cnc2/C=C\c2ccccc2)c(OC)c1
#40 COc1ccccc1CNC(=O)C(NC(=O)Nc1ccccc1)C(C)C (configuration not stated)
#41 CCOc1cccc2sc(N(CCCN(C)C)C(=O)c3ccc(S(=O)(=O)N(C)CC4CCCO4)cc3)nc12 (configuration not stated)
#42 COc1ccc(NC(=O)c2cc(F)c(F)cc2Cl)cc1Cl
#43 CCOC(=O)c1cc(OC(C)=O)c2ccc(OC)c(OC)c2c1

Assay by compound,37,38,39,40,41,42,43
CSN deneddyl inh,2,1,3,-1,-2,2,-6
DNMT1 inh,-4,-3,4,3,-1,1,-3
NadD block,-2,9,-2,-4,-4,-7,-5
Scp1 inh,.,-4,.,-7,5,-16,.
Rpn11 inh,i,i,i,i,i,i,i
SUMO1 PPI mod,5,0,-4,0,1,-2,-10
LMPTP inh,-1.2,0.6,4.2,0.1,-0.8,-1.2,1.1
STEP block,-3,-2,4,-1,2,12,0
MsrA inh,0.1,-1.1,1.3,0.4,1.1,1.2,0.4
TbMetRS inhib,-0.5,-0.3,-0.4,0.2,-0.7,3.1,-0.2

Bioassay records (PubChem BioAssay)
